# Screening results (PubChem BioAssay)
# Kir21 inh – inhibitors of mouse Kir2.1 inward-rectifier potassium channel; B-score at 10 µM; HEK293-Kir2.1, FluxOR thallium flux fluorescence; hits give low values; 0.85% of 310,000 active; AID 1672;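 active means fluorescence ratio B-score at or below minus 3 SD of library scores, with starting-brightness B-score within 2 SD, cut at about -4.2 in these data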;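 further: channel flux triggered by added potassium and thallium sulfate stimulus; B-score of peak minus minimum fluorescence over baseline after thallium stimulus; more negative B-score means stronger Kir2.1 block with less thallium influx; some compounds called inactive have numbers as strong as hits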
# Target sequence (P35561 whole entry, looked up): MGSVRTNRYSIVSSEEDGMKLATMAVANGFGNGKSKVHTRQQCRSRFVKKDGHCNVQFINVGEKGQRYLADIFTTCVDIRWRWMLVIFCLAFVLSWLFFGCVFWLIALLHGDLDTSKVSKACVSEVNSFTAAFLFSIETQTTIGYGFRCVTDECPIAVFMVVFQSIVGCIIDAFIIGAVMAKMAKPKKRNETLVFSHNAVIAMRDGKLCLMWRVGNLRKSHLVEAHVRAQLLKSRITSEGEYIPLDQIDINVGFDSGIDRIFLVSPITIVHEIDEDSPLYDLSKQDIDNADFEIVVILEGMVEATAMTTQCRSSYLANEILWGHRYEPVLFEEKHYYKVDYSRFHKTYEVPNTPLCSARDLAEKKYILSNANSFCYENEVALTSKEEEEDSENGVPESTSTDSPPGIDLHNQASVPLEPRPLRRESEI
# KCNQ2 block – KCNQ2 potassium channel inhibitors, primary screen, cell-based, CHO-K1, FluxOR thallium flux, B-score (AID 2156); 20 min; hits give low values; 1.1% of 310,000 active; B-score at 10 µM;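 active means fluorescence ratio B-score at most minus 3 library SDs, with starting brightness B-score within 2 library SDs, cut at about -5.5 in these data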
# * marks the source's active call; other numbers are inactive results; i = inactive.
# Each structure is followed by: Kir21 inh	KCNQ2 block
1	C/C(=N\NC(=O)c1nnn(-c2nonc2N)c1CN1CCCCCC1)c1ccc(Br)cc1
    0.37	i
2	O=C(NCC1CC1)c1ccc2c3n(nc2c1)-c1ccccc1CO3
    0.01	i
3	CN1CCN(c2ccccc2NC(=O)COc2ccc(Cl)cc2)CC1
    -0.67	i
4	O=C(CCS(=O)(=O)c1cccc2nonc12)N1CC(=O)N(CCc2ccccc2)C(=O)C1
    0.04	i
5	O=C(Cn1ccc(C(F)(F)F)n1)N/N=C/c1ccc2c(c1)OCO2
    0.04	i
6	c1ccc(C2Oc3ccccc3C3CC(c4cccs4)=NN32)cc1 (stereo not given)
    0.07	i
7	O=C(N/N=C/c1ccccc1C(=O)O)c1cccc(S(=O)(=O)Nc2cc(Cl)ccc2Cl)c1
    0.18	i
8	Cc1ccc(C(=O)Nc2nc(=O)n(C(=O)CC(C)C)s2)cc1
    0.04	i
9	Cc1nc(SCC(=O)Nc2cc(C)on2)c2c(C)c(C)sc2n1
    2.7	i
10	CC(C)c1ccc(N(C(=O)c2csnn2)C(C(=O)NC2CCCC2)c2ccncc2)cc1 (stereo not given)
    -1.5	i
11	COCC(=O)N(Cc1cc2cc(OC)ccc2[nH]c1=O)c1ccccc1
    0.02	i
12	O=C(Cn1cc(SCc2ccccc2Cl)c2ccccc21)N1CCOCC1
    -1.9	i
13	O=C(N/N=C/C=C/c1cccc([N+](=O)[O-])c1)c1ccncc1
    0.74	i
14	CSc1nsc(NC(=O)CCNC(=O)c2ccc([N+](=O)[O-])cc2)n1
    1	i
15	Cc1nc(N2CCOCC2)[nH]c(=O)c1CCC(C)C
    0.71	i
16	Clc1cccc(/C=N\Nc2nccs2)c1
    0.78	i
17	CN(C)CC(C)(C)CNS(=O)(=O)c1cccc2nsnc12
    0.86	i
18	CCCCCCNc1c([N+](=O)[O-])c(=O)sc2ccccc12
    -1.3	i
19	CCOc1ccc(NC(=O)N2CCN(c3nc4ccccc4s3)CC2)cc1
    -0.52	i
20	CNc1oc(Cc2ccccc2)nc1S(=O)(=O)c1ccccc1
    -0.96	i
21	Cc1ccc2nc(N3C(=O)CNC3=S)sc2c1
    1.1	i
22	CCOC(=O)C1=CN(C)C=C(C(=O)OCC)C1c1ccsc1
    -0.59	i
23	Cc1ccc2oc(C(=O)N3CCC(O)(c4cccc(C(F)(F)F)c4)CC3)c(C)c2c1
    1.4	i
24	CCOC(=O)c1cccc(NC(=O)CSc2nnc(-c3ccncc3)n2CCCOC)c1
    -0.44	i
25	CCC(C)(C)n1nnnc1C(c1cc2ccc(C)cc2[nH]c1=O)N(Cc1cccnc1)Cc1ccco1 (stereo not given)
    0.16	i
26	O=C(CN1CCCCC1)Nc1c2c(nc3ccccc13)N(c1ccccc1)CC2
    -0.2	i
27	COc1ccc(N2CCN(C(c3cc4cc(C)ccc4[nH]c3=O)c3nnnn3Cc3ccccc3)CC2)cc1 (stereo not given)
    -0.41	i
28	CCCCC(=O)OCC(=O)c1ccc(OCC)cc1
    0.75	i
29	O=C(O)CC(NCc1ccco1)C(=O)OCCCl (stereo not given)
    2.9	i
30	N#CCSc1ccc2nc(-c3ccccc3)cn2n1
    0.64	i
31	COC(=O)c1ccc(NC(=O)COc2cccc3c2OC(C)(C)C3)cc1
    0.27	i
32	Cc1ccc(S(=O)(=O)NCC2CCC(C(=O)N3CCOCC3)CC2)cc1 (stereo not given)
    0.07	i
33	COCCNc1cnn(-c2ccccc2)c(=O)c1Cl
    0.01	i
34	Cc1ccc(C(=O)Nc2nc(C)c(C(=O)Nc3ccc4c(c3)CCC4)s2)cc1
    3	i
35	O=c1c2c(n3nnnc3n1-c1ccccc1)-c1ccccc1CC21CCCC1
    0.01	i
36	Cc1cc(OCC(=O)Nn2cnnc2)c(C)cc1Br
    -1.1	i
37	CC(C)(C)C(=O)NNC(=O)c1cnccn1
    -1.2	i
38	O=C(Nc1ccc(F)cc1F)Nc1sccc1-c1nc2ccccc2s1
    0.55	i
39	Cn1c(=O)n(Cc2ccccc2F)c(=O)c2c1nc1n2CCN1Cc1ccco1
    0.12	i
40	CCn1nnc(NC(=O)CSc2ccc(Cl)cc2)n1
    -0.18	i
41	CCc1cc2ccc(C)cc2nc1SCC(=O)c1ccc(NC(C)=O)cc1
    1.7	i
42	O=C(COC(=O)CC1CC2CCC1C2)NC(=O)NC1CCCC1 (stereo not given)
    0.8	i
43	COc1ccc(CCn2c(=N)c(S(=O)(=O)c3ccc(Cl)cc3)cc3c(=O)n4ccccc4nc32)cc1
    0.71	i
44	CCc1ccc(NC(=O)NNC(=O)c2ccc3ccccc3c2O)cc1
    -0.53	i
45	Cn1c2ccccc2c(=O)c2ccc(C#CC3(N)CCCCC3)cc21
    -1.2	-7.3*
46	Cc1ccc(C)c2sc(NC(=O)c3nc4ccccc4s3)nc12
    0.39	i
47	Cc1ccc2c(c1)C1CN(C)CCC1N2C(=O)c1ccccc1NS(=O)(=O)c1ccc(F)cc1C (stereo not given)
    0.24	i
48	CC(C)NS(=O)(=O)c1ccc(Br)c(C(=O)OC(C)C(=O)NC2CCCCC2C)c1 (stereo not given)
    0.99	i
49	CCCCN(C(=O)NC(=O)Nc1cccc(C)c1C)S(C)(=O)=O
    -1.9	i
50	CCOc1ccc(S(=O)(=O)Nc2cccc(OC)c2)cc1
    0.75	i
51	COC(=O)c1ccc(N2CCN(C(C)=O)CC2)c(NC(=O)COc2ccccc2C)c1
    0.22	i
52	COc1ccc(CCNC(=O)c2cnn(-c3ccc(C)c(C)c3)c2NC(=O)c2ccco2)cc1OC
    0.51	i
53	COc1ccc(S(=O)(=O)N(CC(=O)N/N=C/c2cccs2)c2cc(C)cc(C)c2)cc1OC
    -1.1	i
54	Cc1ccc(-c2nn(-c3ccccc3)cc2C2SCC(=O)N2Cc2ccccc2)o1 (stereo not given)
    -0.66	i
55	Cc1ccc(C(C)(O)CS(=O)(=O)Cc2ccccc2Cl)cc1 (stereo not given)
    -0.08	i
56	CC(C)c1ccc(C(N)=S)cc1
    0.05	i
57	O=C1CCN(CCc2ccccc2)CCN1[C@H](CSc1ccccc1)Cc1ccccc1
    -0.07	i
58	COc1ccc(NC(=S)N(CCCOC(C)C)C2CCN(C(C)=O)CC2)cc1Cl
    -0.72	i
59	C/C(=C\C(=O)OCCCCCCCCC(=O)O)C[C@@H]1OC[C@H](C[C@@H]2O[C@H]2[C@@H](C)[C@H](C)O)[C@@H](O)[C@H]1O
    0.31	i
60	C/C(Cl)=C/Cn1c(NCCN(C)C)nc2c1c(=O)n(C)c(=O)n2C
    -2.2	i

# (continued)
# Each structure is followed by: Kir21 inh	KCNQ2 block
61	Cn1cnnc1SCC(=O)c1ccc(OC(F)F)cc1
    1.8	i
62	COC(=O)C(NS(C)(=O)=O)(c1c(C)[nH]c2ccccc12)C(F)(F)F (stereo not given)
    0.02	i
63	CC(=O)c1ccc(C(=O)Nc2ccc(N3CCOCC3)cc2)cc1
    0.36	i
64	COc1ccc(NC(=O)C(C)NS(=O)(=O)c2ccccc2)cc1Cl (stereo not given)
    1.1	i
65	CCCNC(=O)NC(=O)CSc1cccc(C(F)(F)F)c1
    -1.2	i
66	O=C(Cc1ccc(S(=O)(=O)N2CCOCC2)s1)NCCc1ccc(F)cc1
    -0.65	i
67	[O-][n+]1cccc2c(Br)cc(Br)c(O)c21
    -2	i
68	O=C1CSC(=Nc2ccccc2)N1
    0.38	i
69	CCCN(CCC)CCCNC(=O)c1cn(-c2ccc(OC)cc2)c(=O)c2ccccc12
    0.13	i
70	Cn1c(=O)n(C)c2cc(N3CCOCC3)c(NC(=O)c3ccc(F)cc3)cc21
    2.2	i
71	C/C(=N\Nc1nnc(C)c(=O)[nH]1)C(=O)O
    0.46	i
72	Cc1ccc(/C=C/C(=O)C2C(=O)c3ccccc3C2=O)cc1
    0.8	i
73	CN(Cc1ccccc1)C(=O)c1ccccc1NC(=O)C1CC1
    1.8	i
74	COc1ccc(C(=O)C(Cc2cc(C(C)=O)ccc2OC)N2CCCC2)cc1 (stereo not given)
    -1.3	i
75	O=C(N/N=C/c1ccc([N+](=O)[O-])cc1)c1cc2ccccc2o1
    -0.88	i
76	CC(C)OCCCNC(=O)c1ccc(NC(=O)C2CCCO2)cc1 (stereo not given)
    0.04	i
77	CCN(CC)C(=O)c1ccc(CS(=O)(=O)c2ccc(OC)cc2)o1
    -0.17	i
78	Cc1ccc(-c2nc3c(c(=O)c4ccccc4n3C)c(=O)n2-c2ccccc2)cc1
    0.29	i
79	Cc1cc(=O)oc2cc(OCC(=O)c3ccc4c(c3)NC(=O)CO4)ccc12
    -0.19	i
80	COC(=O)C(C)(C(=O)OC)c1ccccc1[N+](=O)[O-]
    0.26	i
81	O=C(CSc1nnc(-c2ccco2)n1CC1CCCO1)c1ccc(F)cc1 (stereo not given)
    -1.5	i
82	Cc1cc(NC(=O)CN(C)S(=O)(=O)c2cnc[nH]2)ccc1Br
    0.73	i
83	Cc1c(C(=O)OC(C)C)sc2nc[nH]c(=O)c12
    -0.61	i
84	N=C(N)CCCOc1ccccc1-c1ccccc1
    0.35	i
85	O=C(CSCCNS(=O)(=O)c1ccccc1)Nc1ccccc1
    -0.4	i
86	CCc1cccc(NC(=O)CCC(=O)O)c1
    0.01	i
87	O=C(c1ccccc1)N1CCN(C(=O)c2nn3c(C(F)(F)F)cc(-c4ccco4)nc3c2Br)CC1
    -0.36	i
88	CCOC(=O)N1CCN(C(=O)CSc2ncnc3ccccc23)CC1
    0	i
89	Cc1ccc(NC2CCCN(C(=O)c3cccs3)C2)cc1C (stereo not given)
    -2.2	i
90	CCOc1ccc(C(C)=O)cc1CC(C(N)=O)C(N)=O
    2.4	i
91	CCc1ccc(CNC(=O)CCn2nc(C)c3c(C)n(-c4ccccc4)nc3c2=O)cc1
    2	i
92	O=C(CNS(=O)(=O)c1ccccc1)NCc1cccnc1
    -0.65	i
93	Cc1cc(C)c(S(C)(=O)=O)c(=O)[nH]1
    -0.15	i
94	Cc1ccc(N(CC(=O)NC2CCCCC2)S(=O)(=O)c2c(C)noc2C)cc1
    0.69	i
95	Cc1noc(/C=C/N(C)C)c1S(=O)(=O)N1CCN(c2ccc(F)cc2)CC1
    -2.9	i
96	NC(=O)NNc1ncc(C(F)(F)F)cc1Cl
    0.75	i
97	Cc1ccccc1CN(C)C(C)C(=O)NCc1ccccc1 (stereo not given)
    -1.8	i
98	Cc1nn(C)c(C)c1NC(=O)Nc1cccc(C(F)(F)F)c1
    -1.6	i
99	Fc1cnc(N2CCOCC2)nc1NCc1ccccc1
    -0.24	i
100	C=CCn1c(SCC(=O)N2CCCCC2)nc(O)cc1=O
    0.7	i
101	CCc1ccc2c(c1)C(NC(C)=O)C(=O)N2CC (stereo not given)
    0.41	i
102	CCc1nnc(NC(=O)C2CCCN2C(=O)Nc2ccc(C)cc2)s1 (stereo not given)
    2.1	i
103	Cc1ccc(-c2ccc(=O)n(CC(=O)Nc3cccc(C(=O)N4CCN(C)CC4)c3)n2)cc1
    -0.08	i
104	CCn1nc(C)cc1C(=O)N1CCCC(C(=O)c2ccc(OC)cc2C)C1 (stereo not given)
    -1.7	i
105	O=C(Nc1cc(C(F)(F)F)ccc1N1CCCCC1)c1ccc(Br)o1
    1.7	i
106	CCOc1cc(C)nc(N2CCCC(C(=O)NCc3ccccc3F)C2)n1 (stereo not given)
    -1.1	i
107	CCOCc1nnc(NC(=O)CCS(=O)(=O)Cc2ccccc2)s1
    -0.09	i
108	COc1ccc(Cl)cc1NC(=O)CN1C(=O)CSC1=O
    -0.81	i
109	COc1cccc(-c2nc(=S)c3c(n2CCCO)CCCC3)c1
    0.93	i
110	CCN1CCN(C(=O)Cn2ncc3ccsc3c2=O)CC1
    -0.9	i
111	O=C1NC(=O)N(Cc2ccccc2)C1=O
    0.88	i
112	CCCn1c(=O)c(C(=O)NCCc2ccc(OC)c(OC)c2)c(O)c2ccccc21
    -0.6	-6.2*
113	COc1ccc2nc(NC(=O)c3ccc(-n4nc(C)cc4C)cc3)sc2c1
    1.1	i
114	CCCCC(=O)c1c(O)c2ccccc2oc1=O
    0.5	i
115	CCN(CC)C(=O)c1cn(C)c2ccc(S(=O)(=O)N(CC)CC)cc2c1=O
    -0.07	i
116	Cc1cc(C)n2nc(C(=O)N3CCCC(Nc4ccc(F)c(F)c4)C3)cc2n1 (stereo not given)
    0.24	i
117	CCC/C=C(\CCC)C(NS(=O)(=O)c1cccc2cccnc12)c1ccc(C(=O)OC)cc1 (stereo not given)
    -0.1	i
118	O=C1Nc2ccccc2/C1=N\N=C\c1ccc(O)c(O)c1
    0.89	i
119	CCc1ccc(/C=N/Nc2ncnc3nc[nH]c23)cc1
    -0.2	i
120	C/C(=N\Nc1cccc2cccnc12)c1ccc(C)cc1
    -0.05	i

# Given as labelled records: entries from further up
[110] CCN1CCN(C(=O)Cn2ncc3ccsc3c2=O)CC1
  Kir21 inh: -0.9 | KCNQ2 block: i
[117] CCC/C=C(\CCC)C(NS(=O)(=O)c1cccc2cccnc12)c1ccc(C(=O)OC)cc1 (stereo not given)
  Kir21 inh: -0.1 | KCNQ2 block: i

# Additional compounds
# Each structure is followed by: Kir21 inh	KCNQ2 block
121	CCCn1c(NCc2cccc(OC)c2OC)nc2ccccc21
    -0.57	-5.9*
122	CCS(=O)(=O)N1Cc2ccccc2CC1C(=O)Nc1nc2c(C)cccc2s1 (stereo not given)
    -1.1	i
123	COc1ccc(N2CC(C(=O)Nc3nnc(SCC(=O)c4ccccc4)s3)CC2=O)cc1 (stereo not given)
    -0.04	i
124	COC(=O)c1ccc(NC2CC(=O)N(c3ccccc3C)C2=O)cc1 (stereo not given)
    0.46	i

# 2 records drawn at random from the list so far, as already listed:
# Each structure is followed by: Kir21 inh	KCNQ2 block
120	C/C(=N\Nc1cccc2cccnc12)c1ccc(C)cc1
    -0.05	i
107	CCOCc1nnc(NC(=O)CCS(=O)(=O)Cc2ccccc2)s1
    -0.09	i
